p53ts 39C kill: kills p53ts cells at the nonpermissive temperature. H1299-p53A138V viability at 39C, ATP luminescence, 24 h. hit rate 1.5% among 130,000. Potency, µM (top dose mostly 46.1 µM), for the others: top-dose activity change, negative = cell killing, most hits filed as cytotoxic. AID 902; active = well fitted cell-killing curve with a large enough effect; inconclusive = small, poorly fitted or top-dose-only effect; inactive = no such curve, though single readings can be large or run the other way; note: nearly all actives have a fitted effect of over 55% in size
The depositor's hits bear a star; ? = inconclusive; [ ] = remark or other dose. % is set by controls: 0 for no effect and ±100 for the full control effect; potency is the fitted concentration of half-maximal effect. This is a subset; rates above refer to the full screens.

SMILES	p53ts 39C kill
CC(=O)Nc1ccc(OCC(O)CN2C(C)(C)CC(O)CC2(C)C)cc1 (stereo unspecified)	-2.5%
CCOC(=O)/C(=C/c1ccccc1)NC(=O)c1ccco1	21.4%
Cc1ccc(-n2c3nc(=O)[nH]c(=O)c-3cc3cc([N+](=O)[O-])ccc32)cc1	9.1%
CCN(CC)CCN1C(=O)C(=O)/C(=C(/O)c2ccc(F)cc2)C1c1ccncc1 (stereo unspecified)	7.5%
Cc1c(-c2ccccc2)nc2ccccc2c1C(=O)NCc1cccs1	0.8%
CCN(CC)C(=O)c1sc(NC(=O)c2ccc(OC)c([N+](=O)[O-])c2)c(C#N)c1C	12.6%
Cc1cccc(C)c1NC(=O)COC(=O)c1cccc2c1C(=O)c1ccccc1C2=O	15.7%
Cc1ccc(N2C(=O)[C@@H]3C(C(=O)C(c4ccccc4)c4ccccc4)=NN[C@@H]3C2=O)cc1	11.1%
CN(CCCCCC(=O)/C=N/O)Cc1ccccc1	0.1%
S=c1[nH]nc(-c2ccc3ccccc3n2)n1-c1ccc(Cl)cc1	19.6%
O=C(NC1CCCCCC1)c1cccnc1Sc1ccccc1	-7.9%
Cc1cc(NC(=O)CN2C(=O)S/C(=C\c3ccccc3)C2=O)no1	5.7%
Cc1ccc(-c2nnc(-n3ncc(C#N)c3N)c3ccccc23)cc1C	4.4%
O=C(/C=C/Nc1ccccc1C(=O)O)c1cccs1	?
CCOC(=O)C1=C(C)N=C2SC(C(=O)OC)=CC(=O)N2C1c1cc(OC)c(OC)c(OC)c1 (stereo unspecified)	4.7%
CC(C)N(C(=S)Nc1cc(S(=O)(=O)N2CCOCC2)ccc1Cl)c1ccccc1	12.1%
CCCOC1OC(=O)c2c1ccc(OC)c2OC (stereo unspecified)	3.1%
O=C(NC(=S)Nc1ccccc1N1CCCC1)c1ccccc1[N+](=O)[O-]	0.3%
O=C(COC(=O)C1CCN(/C=C/C(=O)C(F)(F)F)CC1)Nc1ccccc1	9.8%
Cc1nn(C(C)C(=O)N2CCOCC2)c(C)c1[N+](=O)[O-] (stereo unspecified)	8.0%

4 structures already listed, ordered by length of the SMILES, smallest number first:
SMILES	p53ts 39C kill
CCOC(=O)/C(=C/c1ccccc1)NC(=O)c1ccco1	21.4%
O=C(NC(=S)Nc1ccccc1N1CCCC1)c1ccccc1[N+](=O)[O-]	0.3%
Cc1cccc(C)c1NC(=O)COC(=O)c1cccc2c1C(=O)c1ccccc1C2=O	15.7%
CCN(CC)C(=O)c1sc(NC(=O)c2ccc(OC)c([N+](=O)[O-])c2)c(C#N)c1C	12.6%

Next part
SMILES	p53ts 39C kill
O=C(CSc1cccc(C(F)(F)F)c1)NC(=O)c1ccccc1	-13.0%
CN(C)S(=O)(=O)c1cccc(-c2nn(-c3ccccc3)cc2/C=C(/C#N)C(=O)NCc2ccco2)c1	19.2%
O=C(NC(NCc1cccnc1)C(Cl)(Cl)Cl)c1cccc2ccccc12 (stereo unspecified)	-6.6%
O=C(NNC(=O)C1CC2CCC1C2)c1ccccc1 (stereo unspecified)	-1.0%
O=C(CNC(=O)c1ccc2c(c1)OCCO2)N/N=C/c1ccc(O)cc1O	-12.9%
COCCCNC(=S)Nc1ccc2c(c1)OCCO2	-4.5%
C/C(=N\NC(=O)c1ccccc1)c1ccc(C)c([N+](=O)[O-])c1	-15.2%
CN(C)CCCN(C(=O)c1cc2ccccc2oc1=O)c1nc2ccc(F)cc2s1	23.6%
CCc1nc(NCc2ccccc2)c(C#N)c2c1CCCC2	0.6%
CCOc1cc(N2CCOCC2)c(OCC)cc1NC(=O)CN1CCCC1	17.0%
Cc1nc2ccc(NC(=S)N3CCN(c4ccccn4)CC3)cc2nc1C	0.1%
COC(=O)N/N=C/c1c(C)nn(-c2cccc(Cl)c2)c1Cl	-28.3%
O=C(CC12CC3CC(CC(C3)C1)C2)NC(=S)N1CCCCC1	8.8%
Cc1cc(Br)ccc1SCC(=O)OCC(=O)NCc1ccc2c(c1)OCO2	-16.8%
COC(=O)C(Cc1ccccc1)NC(=O)C12CC3CC(CC(C3)C1)C2 (stereo unspecified)	6.8%
O=C(N/N=C/c1sc2ccccc2c1O)c1ccccc1	7.08µM*
CCc1ccc(C(=O)/C=C/NCc2ccc(F)cc2)cc1	-5.6%
Cc1cc(C)n2cc(CSc3nc4ccccc4[nH]3)nc2n1	7.8%
COc1ccc(/C(C)=N\NC(=O)CSc2nnc(C)s2)cc1	25.0%
Cc1nc(C)c(C(=O)NNC(=O)c2ccc(Br)cc2)s1	-0.1%
O=C(/C=C/Nc1ccccc1F)c1cccs1	?
CC(=O)NC1C(OCc2ccccc2)OC(CO)C(OC(C)=O)C1OC(C)=O (stereo unspecified)	-1.6%
CCCC(=O)Nc1ccc(-c2ccc(NC(=O)CCC)cc2)cc1	?
CC(=O)c1ccc(N2Cc3ccccc3C2=NC(=O)c2cccs2)cc1	?
CCOC(=O)c1csc(NC(=O)Nc2cccc(OC)c2)n1	12.3%
COc1cc(NC(=S)N2CCN(C(=O)c3ccco3)CC2)c(OC)cc1Cl	19.5%
O=C(CCNc1ccc(Cl)cc1)c1cccs1	-5.3%
CC1(C)C(=O)OC(c2cccn2-c2cccc([N+](=O)[O-])c2)C2(CCCCC2)C1=O (stereo unspecified)	-5.7%
CC(C)CC(C(=O)OCC(=O)Nc1cccc(Cl)c1)N1C(=O)C2CC=CCC2C1=O (stereo unspecified)	-4.7%
Cc1cc(C(=O)CN2CCCCC2)c(C)n1-c1ccc(F)cc1	-5.8%
Clc1ccccc1CN1CCC(Cc2ccccc2)CC1	17.2%
O=S1(=O)C[C@H]2NC(=S)N(c3ccccc3)[C@H]2C1	14.6%
C=CCn1c(C)cc(C(=O)COC(=O)[C@@H](NC(=O)c2ccccc2Cl)C(C)C)c1C	-2.4%
O=C(c1ccccc1)N1N=C(c2ccccc2)CC1c1ccc2nccnc2c1 (stereo unspecified)	-4.2%
CC(=O)Nc1ccccc1OCC(=O)NC(C)c1ccc(F)cc1 (stereo unspecified)	-3.6%
c1ccc(Nc2nc(-c3ccncc3)nc3ccccc23)cc1	13.7%
Cc1cc(C)c2nc(NC(=O)c3ccc4c(=O)n5c(nc4c3)CCCCC5)sc2c1	1.0%
CC(C)(C)NCc1cc(Cl)ccc1OCc1cccs1	-1.9%
O=S(=O)(C(=CNc1ccccc1)S(=O)(=O)c1ccccc1)c1ccccc1	-9.3%
O=C(NCc1nnc(SCc2ccc(F)cc2)n1-c1ccccc1)C12CC3CC(CC(C3)C1)C2	-4.7%
COc1ccc(OC)c(C2/C(=C(/O)c3ccc(C)cc3)C(=O)C(=O)N2Cc2ccco2)c1 (stereo unspecified)	31.1%
Cc1c(C(=O)Nc2ccc(Cl)cc2)c2ccccn2c1CCc1ccncc1	-2.5%
Cc1ccc(C(=O)CC(Nc2ccc(F)cc2)c2ccccc2)cc1 (stereo unspecified)	2.6%
COC(=O)C(C)(C)ONC(=O)Nc1ccc(C)cc1	-0.2%
Cc1ccc(C(=O)N/C(=C\c2ccccc2)C(=O)NCC2CCCO2)cc1 (stereo unspecified)	-12.3%
C/C(=N\NC(=O)CNc1cccc(C(F)(F)F)c1)c1ccc(Br)cc1	11.2%
CN(C)CCCN(CCCNC(=O)/C=N/O)Cc1ccccc1	7.1%
COC(=O)C1=C(C)NC(C)=C(C(=O)OC)C1c1ccc(-c2cccc(Cl)c2Cl)o1	8.9%
CCCCOc1ccc(CSCCNC(=S)Nc2ccccc2)cc1	-8.1%
COc1cc(NS(=O)(=O)c2ccc(NC(=S)NC(=O)c3sc4ccccc4c3Cl)cc2)nc(OC)n1	3.1%
CC1CCC(C(C)C)C(OC(=O)Cn2c(-c3ccc(F)cc3)[n+](C)c3ccccc32)C1 (stereo unspecified)	?
CCOc1ccc(CC2CCC(=O)NC2=O)cc1 (stereo unspecified)	3.6%
Cc1ccc(NC(=O)/C(=C/c2cccs2)NC(=O)c2ccco2)c(C)c1	8.6%
COc1ccc(-c2nn(-c3ccccc3)cc2/C=C(/C#N)C(N)=O)cc1[N+](=O)[O-]	18.5%
Cc1occc1C(=O)NNC(=O)Nc1ccc(Cl)c(Cl)c1	-6.3%
COc1cc2c(cc1NC(=O)C(C)NCc1ccccc1)oc1ccccc12 (stereo unspecified)	-27.1%
Cc1nc2ccc(NC(=O)Cc3ccc4c(c3)OCCO4)cc2s1	-0.4%
Cc1cc(C)n2nc(C(=O)N/N=C/c3c4ccccc4cc4ccccc34)nc2n1	-18.3%
CC(C)c1ccc(C2=NN(c3ccccc3)C(=O)CC2)cc1	-15.6%
Cc1ccc(C(=O)N/N=c2\sc3ccccc3n2C)cc1	-6.6%

7 compounds picked at random from the list so far, as already listed:
SMILES	p53ts 39C kill
CCCCOc1ccc(CSCCNC(=S)Nc2ccccc2)cc1	-8.1%
CN(C)CCCN(CCCNC(=O)/C=N/O)Cc1ccccc1	7.1%
Cc1cc(C)n2nc(C(=O)N/N=C/c3c4ccccc4cc4ccccc34)nc2n1	-18.3%
Cc1occc1C(=O)NNC(=O)Nc1ccc(Cl)c(Cl)c1	-6.3%
Cc1ccc(C(=O)N/N=c2\sc3ccccc3n2C)cc1	-6.6%
Cc1c(C(=O)Nc2ccc(Cl)cc2)c2ccccn2c1CCc1ccncc1	-2.5%
COc1ccc(-c2nn(-c3ccccc3)cc2/C=C(/C#N)C(N)=O)cc1[N+](=O)[O-]	18.5%

More results follow.
SMILES	p53ts 39C kill
O=C(COC(=O)c1ccc(-c2cnc3ccccc3n2)cc1)c1ccccc1	-26.2%
O=C(NCCO)/C(=C\c1cccc([N+](=O)[O-])c1)NC(=O)c1ccco1	11.8%
Cc1cccc(NC(=S)Nc2ccccn2)c1C	14.6%
COc1cccc(C2(c3cccc(OC)c3)CC2C(=O)Nc2cccc3ccccc23)c1 (stereo unspecified)	6.4%
COc1ccc2nc(NC(=O)/C=C/c3ccc4c(c3)OCO4)sc2c1	20.6%
CCCCC(CC(O)COCC(C)C)C(=O)NNC(=S)Nc1ccccc1 (stereo unspecified)	5.6%
C/C(=N\NC(=O)c1ccc(O)cc1)c1ccc2c(c1)Nc1ccccc1S2	-29.7%
CC(C)=C1C2CCC1C1C(=O)N(c3nc(-c4ccccc4)c(C)s3)C(=O)C21 (stereo unspecified)	2.2%
O=C(c1ccc(-c2cccc(Cl)c2)o1)N1CCN(c2ccc([N+](=O)[O-])cc2)CC1	9.4%
Cc1ccc(NC(=O)CC2SC(=NCC3CCCO3)NC2=O)cc1Cl (stereo unspecified)	-8.3%
O=C(NCc1ccco1)c1ccc(COc2cc(Cl)ccc2Cl)cc1	?
CCOC(=O)N1CCC(=NNC(=O)COc2ccc(OC)cc2)CC1	4.7%
CNC(=O)NC(=O)C(C)OC(=O)c1cc2c(s1)CCCCC2 (stereo unspecified)	-1.5%
O=C(NC(NC(=S)N1CCOCC1)C(Cl)(Cl)Cl)c1ccc(Cl)cc1 (stereo unspecified)	0.7%
CCC(=O)Nc1cccc(NC(=O)c2ccccc2Br)c1	-6.6%
O=C(CN1C(=O)NC2(CCCCC2)C1=O)NC1CCCc2ccccc21 (stereo unspecified)	-7.9%
O=[N+]([O-])c1ccc(-c2cnc(SC(c3ccccc3)c3ccccc3)[nH]2)cc1	-14.4%
Cc1ccc(NC(=O)CC2C(=O)N(Cc3ccccc3)C(=S)N2NC(=O)c2cccc(F)c2)c(C)c1 (stereo unspecified)	-11.5%
COc1ccc(NC(=O)COC(=O)CCCOc2ccc(Cl)cc2Cl)cc1	-5.8%
C/C(=N\OCC(=O)Nc1ccc(F)c(F)c1F)c1cc2ccccc2o1	9.5%
COc1cccc(C(=O)NC(=S)Nc2cccnc2)c1	-1.6%
CC(C)[C@H](NC(=O)OCc1ccccc1)C(=O)OCC(=O)Nc1c(F)cccc1F	79.5%[activator]
O=C(CCCN1C(=O)/C(=C\c2ccco2)SC1=S)Nc1ccc2ccccc2c1	-5.8%
CC(=O)c1ccc(NC(=O)C(=O)c2cn(CC(=O)N3CCCCC3)c3ccccc23)cc1	-0.8%
NC1=NC2(CCCCC2)N=C(Nc2ccc(Br)cc2)N1	24.8%
Cc1ccc(-n2nnnc2SC(C)C(=O)Nc2ccccc2-c2ccccc2)cc1 (stereo unspecified)	-27.4%
COc1ccc(CCNC(=O)c2cc(-c3ccc(Cl)c(Cl)c3)oc2C)cc1	10.3%
Nc1c(-c2ccccc2)c(CN2CCOCC2)nn1-c1ccccc1	-0.8%
CCOC(=O)CN1C(=O)CN(c2ccc(C)cc2)C1=O	-2.4%
Cc1ccccc1S(=O)(=O)Nc1nc2ccccc2nc1N1CCc2ccccc2C1	-17.4%
COc1ccc(-c2cc(C#N)nc(Oc3ccc(Cl)cc3)n2)cc1	2.3%
Cc1cc(/C=N/NC(=O)C(O)(c2ccccc2)c2ccccc2)c(C)n1-c1ccc(C(=O)O)cc1	-4.7%
O=C1N/C(=N\N=C\c2cccs2)SC1Cc1ccc(Cl)cc1Cl (stereo unspecified)	3.7%
Brc1cc2c(cc1/C=N/Nc1nc(N3CCOCC3)nc(N3CCOCC3)n1)OCO2	3.6%
O=[N+]([O-])c1ccc(/C=N/n2c(CO)nc3ccccc32)s1	13.3%
COc1ccc(CCNC(=O)COC(=O)/C=C/c2ccc(OC)c(OC)c2)cc1	9.9%
CCCCn1c(NS(=O)(=O)c2ccccc2)c(S(=O)(=O)c2ccc(C)cc2)c2nc3ccccc3nc21	13.0%
COc1ccc2cc(C3(C)NC(=O)N(CC(=O)Nc4c(C)n(C)n(-c5ccccc5)c4=O)C3=O)ccc2c1 (stereo unspecified)	9.8%
COc1ccc2oc(-c3ccc(NC(=O)c4ccc(N5CCOCC5)c([N+](=O)[O-])c4)cc3)nc2c1	-4.3%
COc1cc(/C=N/NC(=O)c2cnccn2)cc(OC)c1OC	-1.8%
O=C1c2cccc(OCC(=O)N3CCCc4ccccc43)c2CCN1Cc1ccccc1	-43.7%
Cc1cc(C)c[n+](-c2nc3ccccc3nc2[N-]S(=O)(=O)c2ccc(Cl)cc2)c1	-21.7%
COCCNC(=O)CSC1=N/C(=C/c2ccc(Cl)c(Cl)c2)C(=O)N1c1ccccc1F	-15.3%
CCCN(CC1COc2ccccc2O1)C(=S)Nc1ccc(C)cc1 (stereo unspecified)	?
Cc1ccc([N+](=O)[O-])c(OCCN2CCNCC2)c1	5.6%

Screening data from PubChem.
